Bioassay records from PubChem BioAssay.
E coli growth: counter-screen for AddAB inhibitors: E. coli growth inhibition. E. coli V3065 growth, OD600 absorbance, 18 h. inhibition, % at 11.9 µM. hit rate 0.27% among 330,000. AID 449728;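 active = inhibition above the campaign's mean inhibition across all tested compounds plus 3 SD, cut at about 9.9% in these data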;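 also: uninfected addAB+ strain grown without phage in ampicillin broth; 0% = DMSO wells and 100% = ciprofloxacin 0.95 µg/ml wells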
phage Ecoli inh: E. coli growth loss with phage present | inhibition, % at 11.9 µM | hit rate 0.26% among 360,000 | growth absorbance; in the data active = inhibition above about 11%
HTR5A inv ctr: counter-screen for OPRM1-OPRD1 inverse agonists: human HTR5A inverse agonism. HTR5A cell line, luminescence. inhibition, % at 9.3 µM. hit rate 0.083% among 340,000; in the data active = inhibition mostly above about 23%, no sharp cut-off; inactive = mostly below about 18%;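 also: 0% = cells with DMSO and 100% = no-cell wells with DMSO; some compounds called inactive have numbers as strong as hits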
OPRM1-OPRD1 inv: mu-delta opioid heterodimer inverse agonism; cell-based MOR-DOR heterodimer luminescence; inhibition, % at 9.3 µM; hit rate 0.21% among 340,000; AID 504357; in the data active = inhibition above about 22%, passing the limit was not always enough;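 also: 0% = cells with DMSO and 100% = wells without cells with DMSO; values of inactives mirror those of a sister screen read the other way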
Target sequence (P35372 whole entry, looked up): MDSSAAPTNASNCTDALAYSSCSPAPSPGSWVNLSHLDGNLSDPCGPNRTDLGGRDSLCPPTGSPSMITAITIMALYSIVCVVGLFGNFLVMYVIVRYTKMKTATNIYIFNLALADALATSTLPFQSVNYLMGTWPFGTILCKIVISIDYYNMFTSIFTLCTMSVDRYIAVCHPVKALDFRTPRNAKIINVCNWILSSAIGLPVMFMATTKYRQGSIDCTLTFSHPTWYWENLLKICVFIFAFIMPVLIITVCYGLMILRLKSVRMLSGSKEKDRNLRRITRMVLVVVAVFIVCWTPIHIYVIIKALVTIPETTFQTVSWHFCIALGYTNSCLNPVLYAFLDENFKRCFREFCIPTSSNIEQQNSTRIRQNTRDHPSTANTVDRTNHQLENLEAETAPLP
Target sequence (P41143 whole entry, looked up): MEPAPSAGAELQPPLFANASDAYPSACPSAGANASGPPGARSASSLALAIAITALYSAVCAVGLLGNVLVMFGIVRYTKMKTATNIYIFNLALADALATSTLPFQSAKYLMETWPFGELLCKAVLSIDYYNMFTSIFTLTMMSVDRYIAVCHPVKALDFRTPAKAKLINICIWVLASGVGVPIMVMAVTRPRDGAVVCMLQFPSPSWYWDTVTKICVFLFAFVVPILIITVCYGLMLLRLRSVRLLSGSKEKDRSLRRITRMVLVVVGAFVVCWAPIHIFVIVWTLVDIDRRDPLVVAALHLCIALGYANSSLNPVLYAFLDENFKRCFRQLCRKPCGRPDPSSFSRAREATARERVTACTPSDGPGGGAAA
SUMO Mot1 rescue: blocks SUMOylation pathway, rescuing yeast Mot1-301 growth | hit rate 1% among 320,000 | AID 2716 | growth rescue, % at 18.8 µM | S. cerevisiae Mot1-301 growth rescue, ATP luminescence, 38.5C; percent above DMSO median, 100 means doubled;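 active = every valid replicate shows activation above 250% relative to neutral control wells; inactive = the rest, any valid replicate at or below 250%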;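 also: OY570 slx delta 5 strain wells were the positive control but not used for scaling; some compounds called inactive have numbers as strong as hits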
PKA-R1A act: activators of PKA-R1A complex. P00514+P68181. PKA-R1A dissociation, Cy5-IP20 fluorescence polarization; scaled: DMSO 0%, 113 µM cGMP 100%. activation, % at 11.4 µM. hit rate 0.083% among 340,000. AID 504707;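 active = percent activation above the mean of all tested compounds plus 3 SD, cut at about 19% in these data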;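 also: higher means more PKAc released from R1A so a rise in polarization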
PKA-R2B activ: activates the human PKA-R2B holoenzyme complex. PKA-R2B holoenzyme dissociation, Cy5-IP20 fluorescence polarization; R2B truncated from residue 108, S112A mutant; 0% DMSO only, 100% 113 µM cGMP. activation, % at 11.4 µM. hit rate 0.079% among 340,000;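 active = activation above a cutoff set at the mean over all compounds plus 3 SD, cut at about 18% in these data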;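 also: higher means more holoenzyme dissociation and a rise in polarization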
Tat transport: inhibitors of E. coli Tat protein transport. E. coli MC4100 TorA-mCherry Tat export, fluorescence. inhibition, % at 10 µM. hit rate 0.036% among 340,000;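 active = mean replicate inhibition at least 50% and at least half of replicates individually reaching 50%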;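 also: exported cargo escapes ClpAP degradation while cytoplasmic cargo is degraded and loses fluorescence; 0% = median of neutral control wells and 100% = median of NaSCN control wells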
MOR-DOR ag: OPRM1-OPRD1 heterodimerization agonism. P35372+P41143. cells, luminescence. activation, % at 9.3 µM. hit rate 0.3% among 340,000; in the data active = activation above about 18%;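 also: 0% = vehicle-treated cells and 100% = reference agonist; values of inactives mirror those of a sister screen read the other way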
PfHsp90 set2: growth inhibition of yeast expressing Plasmodium Hsp90; S. cerevisiae expressing PfHsp90, BacTiter-Glo ATP, 48 h; yeast lacking PDR1 and PDR3 efflux regulators; inhibition, % at 9.4 µM; hit rate 0.32% among 310,000; AID 504621;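 active = every replicate shows inhibition above about 80%, whatever the replicate mean, limit read from the data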;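 also: 0% = DMSO neutral controls and 100% = 20 µM radicicol positive controls; yeast relying on Plasmodium falciparum Hsp90 in place of its own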
AddAB inh: less growth of phage-infected E. coli with AddAB; E. coli expressing H. pylori AddAB, absorbance growth; inhibition, % at 11.9 µM; hit rate 0.29% among 330,000; AID 435030; in the data active = inhibition above about 12%;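 also: 0% = vehicle wells of infected cells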
* hit, by the source's call; nt = no result given.

SMILES	E coli growth	phage Ecoli inh	HTR5A inv ctr	OPRM1-OPRD1 inv	SUMO Mot1 rescue	PKA-R1A act	PKA-R2B activ	Tat transport	MOR-DOR ag	PfHsp90 set2	AddAB inh
Cn1c2ccccc2c(=O)c2ccc(C#CC3(O)CCCCC3)cc21	2.6	2.5	-22	-2	89	-18	-8	4	0.3	2	2.1
O=C(O)C(Cc1ccc(O)cc1)N1C(=O)C2CCCCC2C1=O (centres undefined)	1.8	1.7	3	3	0	-7	-8	-3	-0.6	-5	1.4
Cc1cccc(NC(=O)c2cccc(N3C(=O)C4C5C=CC(C6CC56)C4C3=O)c2)c1 (centres undefined)	-0.5	3.4	6	-5	0	-4	-3	-2	0.9	9	2.7
CC(C)(C)c1ccc(C(=O)N/N=C/c2cccc(Cl)c2)cc1	0.0	10	-16	9	29	-9	-9	-14	-2.1	3	4.3
N/C(=N\c1nc2ccccc2o1)NC(=O)c1ccc(F)cc1	-6.4	-0.2	-23	-18	-8	-4	-5	-1	3.2	-17	-6.7
O=C(c1c(F)c(F)c(F)c(F)c1F)N1CCN(Cc2ccc3c(c2)OCO3)CC1	-1.6	-1.6	7	11	46	-10	4	7	-2.3	10	-0.7
COC(=O)c1ccccc1NC(=O)CCCn1nc(C)c2c(C)n(-c3ccccc3)nc2c1=O	-0.6	3.2	-36	13	-10	3	-1	0	-2.5	10	0.9
CCN(c1cccc(C)c1)S(=O)(=O)c1cc(CN2C(=O)c3cccnc3C2=O)ccc1OC	-0.9	-1.7	15	9	-1	-7	-4	7	-1.6	-1	4.1
O=C(O)CCSc1nc2ccccc2n1Cc1ccccc1	3.0	0.2	-4	16	32	2	-2	-12	-3.5	16	0.0
COc1ccc(N2CCN(Cc3nc4scc(-c5cccs5)c4c(=O)[nH]3)CC2)cc1	-6.0	0.1	1	-7	61	5	5	10	1.5	-5	-0.7
O=C(O)C/C(=C\c1cccc(NC(=O)c2ccccc2Cl)c1)c1nc2ccccc2s1	1.5	3.2	9	2	-17	-2	-3	2	-0.4	-58	1.0
Cc1ccccc1-c1nc(CS(=O)CC(=O)NC2CCCCC2)c(C)o1 (centres undefined)	-0.2	1.0	13	9	-5	-1	-6	0	-1.7	-3	1.2
CCCCC[C@H]1CN(C2CCCCC2)C(=O)[C@@H]1CC(=O)NCc1ccccc1	0.0	4.7	9	-66	7	0	-4	11	12	-2	2.5
NC(=O)c1cc(-c2ccccc2)nc(N2CCCCCC2)n1	-3.5	0.2	7	-11	-12	-9	6	4	2.7	-23	1.9
C/C(=N\O)c1ccc2c3c([nH]c2c1)CCCC3	2.7	1.0	-41	-13	53	-5	-9	-6	2.2	-16	-1.1
COc1ccc(CCNC(=O)[C@H](C)NC(=O)N2CCn3c2nc2ccccc23)cc1OC	2.6	-0.7	nt	nt	4	4	-5	-1	nt	-20	0.4
COc1ccc(-c2cc(C(=O)OC3CCOC3=O)c3ccccc3n2)cc1 (centres undefined)	1.2	1.5	-15	20	-15	-4	-8	1	-4.5	-6	2.6
CCNC(=S)NNC(=O)CCn1cc(C)cn1	0.7	3.8	-21	5	-11	-4	-9	24	-1.0	26	-0.8
Cc1ccc(Cl)cc1N1CCN(Cc2cc3c(cc2O)CCC3)CC1	-0.7	2.4	3	1	15	-7	0	6	-0.1	10	2.2
CCN(CC)CCNC(=O)C(=O)Nc1cc2c3c(c1)CC(=O)N3CCC2	-0.9	1.1	7	16	-2	7	-3	0	-3.1	-7	2.7
C=CCN(c1ccccc1)S(=O)(=O)c1cccc(C(=O)Nc2ccc(N3CCOCC3)cc2)c1	nt	4.1	8	-2	nt	2	-5	8	0.3	nt	nt
Cc1c(Nc2nc3ccccc3nc2NS(=O)(=O)c2ccccc2)c(=O)n(-c2ccccc2)n1C	-0.2	3.4	-1	11	150	-15	6	-3	-1.9	12	1.8
COC(=O)c1cc2occc2n1Cc1nc(-c2ccccc2Cl)oc1C	0.6	2.9	3	-23	7	-3	5	9	3.9	26	1.7
N#CCSc1nc2c(c(=O)n1Cc1ccccc1)C1(CCCC1)Cc1ccccc1-2	-1.7	3.0	28	8	0	-3	7	-3	-1.5	-40	-0.5
CCOc1cc(/C=C2/C(=N)N3C=CSC3=NC2=O)ccc1OCCCOc1ccccc1C	-1.7	0.9	-10	-24	-1	3	-3	7	4.0	-76	2.1
COC(=O)C(CC(C)C)N(Cc1cc(OC)cc(OC)c1)S(=O)(=O)c1ccccc1Br (centres undefined)	1.6	0.6	-5	1	nt	-15	-4	14	-0.1	21	0.6
COc1ccc(C(=O)COC(=O)CCCN=C2NS(=O)(=O)c3ccccc32)c(OC)c1	-1.4	1.9	-2	-8	-11	-3	3	-6	1.2	nt	-0.1
O=C(COC(=O)c1cccnc1Cl)c1ccc(OC(F)F)cc1	0.4	4.8	-18	13	7	1	-4	7	-2.9	7	1.5
CS(=O)(=O)N1CCc2cc(C(=O)NC3CC3)ccc21	2.0	5.0	-4	19	-5	7	8	3	-3.3	0	1.9
Cc1ccc(C(=O)N/N=C\c2ccccn2)cn1	-1.7	0.4	-13	11	-17	3	7	1	-2.1	4	-2.3

Entries of single compounds, looked up by structure:
`CCOc1cc(/C=C2/C(=N)N3C=CSC3=NC2=O)ccc1OCCCOc1ccccc1C` as listed: E coli growth: -1.7; phage Ecoli inh: 0.9; HTR5A inv ctr: -10; OPRM1-OPRD1 inv: -24; SUMO Mot1 rescue: -1; PKA-R1A act: 3; PKA-R2B activ: -3; Tat transport: 7; MOR-DOR ag: 4.0; PfHsp90 set2: -76; AddAB inh: 2.1
`Cc1c(Nc2nc3ccccc3nc2NS(=O)(=O)c2ccccc2)c(=O)n(-c2ccccc2)n1C` as listed: E coli growth: -0.2; phage Ecoli inh: 3.4; HTR5A inv ctr: -1; OPRM1-OPRD1 inv: 11; SUMO Mot1 rescue: 150; PKA-R1A act: -15; PKA-R2B activ: 6; Tat transport: -3; MOR-DOR ag: -1.9; PfHsp90 set2: 12; AddAB inh: 1.8
`CCNC(=S)NNC(=O)CCn1cc(C)cn1` as listed: E coli growth: 0.7; phage Ecoli inh: 3.8; HTR5A inv ctr: -21; OPRM1-OPRD1 inv: 5; SUMO Mot1 rescue: -11; PKA-R1A act: -4; PKA-R2B activ: -9; Tat transport: 24; MOR-DOR ag: -1.0; PfHsp90 set2: 26; AddAB inh: -0.8

An excerpt from above in order of the Tat transport value, lowest first.
SMILES,phage Ecoli inh,OPRM1-OPRD1 inv,SUMO Mot1 rescue,PKA-R1A act,PKA-R2B activ,Tat transport,MOR-DOR ag,AddAB inh
O=C(COC(=O)c1cccnc1Cl)c1ccc(OC(F)F)cc1,4.8,13,7,1,-4,7,-2.9,1.5
COC(=O)c1cc2occc2n1Cc1nc(-c2ccccc2Cl)oc1C,2.9,-23,7,-3,5,9,3.9,1.7
CCNC(=S)NNC(=O)CCn1cc(C)cn1,3.8,5,-11,-4,-9,24,-1.0,-0.8

Next results follow.
SMILES	E coli growth	phage Ecoli inh	HTR5A inv ctr	OPRM1-OPRD1 inv	SUMO Mot1 rescue	PKA-R1A act	PKA-R2B activ	Tat transport	MOR-DOR ag	PfHsp90 set2	AddAB inh
COc1cccc(C(=O)NCC(=O)N2CCC(C)CC2)c1	1.4	3.3	-17	12	-12	6	1	-5	-2.1	13	4.1
CCn1c(=O)c2ccccc2n(Cc2ccccc2C)c1=O	-1.0	2.9	4	2	-10	-3	-13	15	-0.5	-4	2.2
CC(=O)c1c(C)nc(-c2cccc([N+](=O)[O-])c2)n1O	0.0	2.5	17	20	-5	2	-3	-11	-3.8	11	5.4
COC(=O)c1ccccc1NC(=O)C1CCCO1 (centres undefined)	-1.1	3.3	12	-3	-7	0	-6	0	0.6	-12	0.8
COc1ccc(OC)c(NC(=S)N2CCc3ccccc3C2)c1	1.7	2.1	-8	3	-17	-13	-10	2	-0.5	-1	0.4
COc1ccc(-c2cc(C(=O)NCCCn3ccnc3)c3ccccc3n2)c(OC)c1	3.8	1.8	-11	12	-12	4	-3	-1	-2.0	10	2.4
CC(C)c1onc(C(=O)NCc2ccc(Cl)cc2)c1[N+](=O)[O-]	-0.1	1.8	10	16	-11	4	-3	-5	-2.7	-36	0.7
CSCCC(NC(=O)c1ccccc1)C(=O)NC1CC1 (centres undefined)	-0.1	3.1	15	5	33	5	5	3	-1.1	nt	1.3
NS(=O)(=O)c1ccc(NC(=O)CN2CCCN(S(=O)(=O)c3ccc(F)cc3)CC2)cc1	0.7	2.8	-9	10	3	5	-6	-4	-1.9	-46	1.7
O=C(CSCc1ccc(Cl)cc1Cl)Nc1ccccc1C(=O)Nc1ccc(C(=O)O)cc1	-2.1	2.3	-10	4	-13	-5	-4	-3	-0.7	1	4.3
Nc1nnn(CC(=O)N/N=C/c2cccc3ccccc23)n1	-0.4	0.6	-7	5	18	2	-2	-16	-0.9	31	2.9
O=C(C1CCC(=O)N(C2CC2)C1)N1CCN(c2ccc(Cl)cc2)CC1 (centres undefined)	0.8	2.2	-2	4	-19	-7	-5	-8	-1.1	-110	1.3
COc1cccc(C(=O)Nc2cc3c4c(c2)CC(=O)N4CCC3)c1	0.3	0.3	-8	3	1	4	-7	-7	-0.5	nt	1.9
NC(=O)C1(N2CCCCC2)CCN(C(=O)NC23CC4CC(CC(C4)C2)C3)CC1	0.4	3.6	7	12	-3	-17	0	2	-2.4	-1	-0.5
Cc1ccc(SC(=O)c2c(C)noc2-c2cc(C)on2)cc1	-2.4	0.5	nt	nt	84	nt	nt	-5	nt	-5	-2.5
Cc1ccnc(NC(=O)c2ccoc2C)c1	0.9	3.2	10	16	-6	-7	-11	-2	-3.1	32	0.7
COc1ccc2c(c1)CCc1cn[nH]c1-2	-0.8	0.2	10	11	-6	-9	-8	2	-2.2	-2	0.7
Cc1cccc(Cn2ccc(-c3ccc(Cl)cc3)c(C#N)c2=O)c1	1.6	3.5	17	-3	-3	-6	-4	11	0.6	nt	5.3
